High-throughput results deposited in PubChem by National Center for Advancing Translational Sciences (NCATS).
RGS4 inh: inhibitors of human regulator of G protein signaling 4 | P49798 | Transcreener GDP fluorescence polarization, RGS4-accelerated GTP hydrolysis | Potency, µM (titrated, usually from 114 µM), for the others: top-dose activity change, negative = inhibition, usual class: inhibitors | hit rate 0.039% among 390,000 | AID 504845; note: potency is the fitted concentration of half-maximal effect; % is set by controls: 0 for no effect and ±100 for the full control effect; nearly all actives have a fitted effect of over 75% in size; some results filed as inactive show a strong effect at the top dose
Target sequence (P49798 whole entry, looked up): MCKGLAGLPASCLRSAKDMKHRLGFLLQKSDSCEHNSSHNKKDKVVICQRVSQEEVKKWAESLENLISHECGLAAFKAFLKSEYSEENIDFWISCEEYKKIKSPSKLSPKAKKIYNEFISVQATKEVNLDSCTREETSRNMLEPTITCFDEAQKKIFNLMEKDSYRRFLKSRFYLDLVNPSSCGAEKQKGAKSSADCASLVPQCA
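MLSMR compounds (23 nl, pin-transferred) preincubated 10 min at room temperature with a 500nM (2x) first reagent, then RGS4 at 900nM (2x) plus Transcreener GDP mix added; fluorescence polarization (620/688 nm) read before and after 90 min at 30 °C.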
12-LOX inh: inhibitors of human 12S-lipoxygenase ALOX12. purified 12hLO, xylenol orange hydroperoxide absorbance. hit rate 1.1% among 580,000. Potency, µM (titrated, usually from 108 µM), without a hit: at the top dose activity change, negative = inhibition, hits mostly inhibitors; note: potency is the fitted concentration of half-maximal effect; % is set by controls: 0 for no effect and ±100 for the full control effect
Target sequence (P18054 whole entry, looked up): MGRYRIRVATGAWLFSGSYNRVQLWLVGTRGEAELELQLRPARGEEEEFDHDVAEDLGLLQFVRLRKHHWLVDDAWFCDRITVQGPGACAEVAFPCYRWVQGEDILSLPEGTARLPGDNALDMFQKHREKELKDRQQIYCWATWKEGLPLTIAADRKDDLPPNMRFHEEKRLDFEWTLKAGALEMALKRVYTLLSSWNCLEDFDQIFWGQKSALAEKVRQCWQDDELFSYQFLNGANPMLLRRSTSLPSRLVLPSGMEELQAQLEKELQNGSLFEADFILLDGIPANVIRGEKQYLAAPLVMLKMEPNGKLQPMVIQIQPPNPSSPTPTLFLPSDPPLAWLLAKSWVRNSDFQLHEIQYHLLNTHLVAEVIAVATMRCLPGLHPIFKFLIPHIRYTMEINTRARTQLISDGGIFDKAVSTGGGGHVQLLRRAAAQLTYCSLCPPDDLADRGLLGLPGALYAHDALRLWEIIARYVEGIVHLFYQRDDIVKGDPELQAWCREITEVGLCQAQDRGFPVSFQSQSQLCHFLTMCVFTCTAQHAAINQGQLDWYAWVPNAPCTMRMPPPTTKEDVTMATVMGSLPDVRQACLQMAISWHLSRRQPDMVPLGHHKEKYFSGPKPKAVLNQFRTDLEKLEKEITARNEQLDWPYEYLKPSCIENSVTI
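Purified human 12hLO (150 nM final) in 25 mM Hepes, 0.01% Triton X-100, pH 7.0 was preincubated 15 min at room temperature with compound. Then 40 uM arachidonic acid was added, 30 min. Hydroperoxide was read by Fe-XO absorbance ratio 573/405 nm.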
Pol kappa inh: inhibitors of human DNA polymerase kappa. Potency, µM (highest dose often 107 µM), inactives show at the highest dose activity, negative = inhibition, most hits filed as inhibitors. Q9UBT6. hit rate 0.53% among 400,000. purified Pol kappa, fluorescent DNA synthesis assay, 10 min; note: potency is the fitted concentration of half-maximal effect; % is set by controls: 0 for no effect and ±100 for the full control effect
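Inhibition of 10 nM Pol kappa is measured by a fluorescent read-out at 0 and 10 min following addition of 50 nM substrate (final), with a 15-min room-temperature compound preincubation.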
LDHA block: blocks human lactate dehydrogenase A | activity change, % (values are at about 110 or 230 µM) | purified LDHA, NADH/diaphorase-resazurin fluorescence; active compounds read low | hit rate 0.15% among 480,000 | AID 1347041 | P00338; in the data active = activity change below about -30%; inconclusive = mostly about -25% to -30%;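 note: plate controls were DMSO wells for no effect and wells without enzyme for full effect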
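Human LDH5 at 2 nM final in Tris HCl pH 7.4 with 0.06 mM NADH and 0.2 mM pyruvate, reacted 5 minutes at room temperature. Remaining NADH coupled via diaphorase/resazurin; resorufin fluorescence read at 0 and 20 minutes, normalized to enzyme-free and DMSO wells.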
ERG Ets-DNA blk: blocks human ERG Ets domain binding to DNA | P11308 | Potency, µM (series often up to 76.9 µM), inactives show at the top dose FP activity, negative = inhibition, hits mostly inhibitors | fluorescence polarization, His-ERG Ets domain / labelled DNA | hit rate 0.028% among 370,000; active = well fitted inhibition curve with a large enough effect in the polarisation, with a control signal flat; inconclusive = small, poorly fitted or top-dose-only effect, or effect the other way, or a change in a side signal; inactive = no such curve, though single readings can be large or run the other way; the % refers to the polarisation;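 note: polarization taken with two DNA probes labelled with fluorescein and Texas red; potency is the fitted concentration of half-maximal effect; % of control where 0% means no effect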
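His-tagged ERG Ets domain (1 uM in the protein solution; 300mM KCl, 50mM Tris-HCl, 1mM EDTA, 1mM DTT, pH 7.5) received compound, then a probe mix of 5 nM fluorescein-DNA and 100nM Texas-615-DNA. Fluorescence polarization was read for both dyes.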
Apoferritin bind: binds horse apoferritin like a general anesthetic; AID 485281; hit rate 0.074% among 350,000; Potency, µM (series often up to 77.5 µM), for the others: at the highest dose activity change, negative = displacement, usual class: inhibitors; P02791; apoferritin/1-aminoanthracene competitive binding, fluorescence; note: potency is the fitted concentration of half-maximal effect; % is set by controls: 0 for no effect and ±100 for the full control effect; nearly all actives have a fitted effect of over 20% in size
Target sequence (P02791 2-175 limits assumed): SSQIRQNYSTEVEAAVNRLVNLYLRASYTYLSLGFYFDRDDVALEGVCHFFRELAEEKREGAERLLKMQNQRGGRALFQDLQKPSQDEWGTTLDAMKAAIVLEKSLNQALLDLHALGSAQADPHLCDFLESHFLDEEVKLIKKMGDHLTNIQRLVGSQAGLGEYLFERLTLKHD
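10 uM apoferritin + 50% sat. 1-AMA, PBS; cpd 10 min RT; Ex380/Em535 endpoint; normalized to free probe vs complex; 4-param Hill fit; propofol titration as pos. ctrl.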
Pol eta inh: DNA polymerase eta (human) inhibition | recombinant Pol eta, fluorescent DNA replication assay | Potency, µM (highest dose often 114 µM), without a hit: at the highest dose activity change, negative = inhibition, actives largely listed as inhibitors | hit rate 1.2% among 390,000; note: potency is the fitted concentration of half-maximal effect; % is set by controls: 0 for no effect and ±100 for the full control effect
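Pol eta at 10 nM preincubated with compounds 15 min at room temperature; reaction started with fluorescent substrate (50 nM final) and read kinetically at 0 and 10 min.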
POLB inh: blocks human DNA polymerase beta activity. P06746. Pol beta primer extension/strand displacement, fluorescence kinetic. Potency, µM (top dose mostly 114 µM), without a hit: top-dose activity change, negative = inhibition, actives largely listed as inhibitors. hit rate 1.3% among 340,000; note: potency is the fitted concentration of half-maximal effect; % is set by controls: 0 for no effect and ±100 for the full control effect
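Pol beta (10 nM) was preincubated with compound for 15 min at room temperature. The reaction was then started with 50 nM substrate and read immediately and after a further 10 min at room temperature.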
APE1 inh: inhibitors of human APE1 endonuclease | P27695 | AID 2517 | Potency, µM (doses to about 65.8 µM), for inactives: at the highest dose activity change, negative = inhibition, usual class: inhibitors | hit rate 0.35% among 350,000 | recombinant APE1, TAMRA/BHQ-2 abasic DNA cleavage fluorescence;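 note: potency is the fitted concentration of half-maximal effect; plate controls were vehicle for no effect and reference inhibitor for full effect; nearly all actives have a fitted effect of over 55% in size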
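Quantitative HTS: incision of a TAMRA/BHQ-2 double-stranded substrate bearing a tetrahydrofuran abasic site by 0.75 nM APE1 raises fluorescence. Substrate 50 nM final, added after 15 min compound preincubation at room temperature; progress as third-minus-first kinetic read difference.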
Starred values were filed as active, the others as inactive; ? = inconclusive; . = not tested or not shown; & = joins results of further samples; [ ] = another dose, or the depositor's remark. Unless noted, calls come from the whole dose curve; as a rule, active = well fitted curve in the direction sought with a large enough effect; inconclusive = small, poorly fitted or top-dose-only effect, or another doubt; inactive = no such curve, though single readings can be large; an effect the other way counts as inactive or inconclusive. The list is partial; the hit share may differ from the screen's.

SMILES	RGS4 inh	12-LOX inh	Pol kappa inh	LDHA block	ERG Ets-DNA blk	Apoferritin bind	Pol eta inh	POLB inh	APE1 inh
Cc1ccc(S(=O)(=O)NCC[C@@]2(C)C3CCC2(C)C(=O)C3)cc1 (some centres undefined)	9%	-1%	2%	-3	8%	-12%	-13%	-2%	0%
Cc1n[nH]c(=O)c2c(NC(=O)CSc3ccc(Br)cc3)oc(C)c12	-18%	?	-7%	5	4%	.	3%	.	-3%
Cc1ccc2cc(-c3noc(C4CCCO4)n3)c(=O)[nH]c2c1 (centres undefined)	15%	-24%	-18%	-5	8%	-7%	-17%	14%	3%
COc1ccc(NC(=O)CN(C)C(=O)c2cc(-c3ccncc3)nc3ccccc23)cc1	18%	10%	-2%	-4	11%	-10%	-16%	?	11%
CCN1C(=O)C(Cc2nc3ccccc3c(=O)n2C)c2ccccc21 (centres undefined)	12%	0%	-11%	-1	2%	-17%	-11%	8%	-1%
Cc1ccc(S(=O)(=O)c2cc3c(=O)n4ccccc4nc3n(C)c2=N)cc1C	-33%	0%	-25%	-4	-5%	-12%	-8%	2%	22%
CN(CCc1ccccc1)C(=O)c1cccc(NC(=O)Cc2cccc([N+](=O)[O-])c2)c1	-16%	-2%	2%	0	-5%	.	-17%	.	5%
CCCCN1C(=O)C(=O)N(CC(=O)N2CCc3ccccc32)C1=O	-1%	-15%	-15%	-2	122%[activator]	.	-4%	.	1%
COCCNC(=O)/C(C#N)=C1\N=C(N)c2ccccc21	41%	22%	-8%	-3	8%	-4%	-5%	21%	5%
O=C(NNC(=O)C1CC1c1ccccc1)Nc1ccccc1 (centres undefined)	27%	16%	-22%	-2	6%	3%	-1%	22%	-5%
COCC1CCCN(Cc2cn(-c3ccccc3)nc2-c2ccc3c(c2)OCO3)C1 (centres undefined)	6%	-1%	-1%	-11	3%	-7%	3%	11%	-5%
COc1cccc(C(=O)Oc2cc(C)[nH]c(=O)c2[N+](=O)[O-])c1	2%	-6%	6%	2	11%	-6%	-11%	2%	-5%
CNC(=O)c1[nH]cnc1C(=O)Nc1cccc(Cl)c1	18%	3%	7%	0	-25%	.	-2%	.	18%
COc1ccc(CCN2C(=O)CC(C(C)c3ccccc3)C2=O)cc1OC (centres undefined)	-9%	-8%	5%	-7	1%	-12%	-25%	?	12%
CC(=O)c1ccc(-c2cc([C@H]3[C@H]4C=CC[C@@H](C)[C@@H]4C(=O)N3Cc3ccccc3)ccc2F)cc1	11%	0%	0%	-6	-8%	-5%	-14%	-29%	0%
O=c1n(Cc2ccccc2F)c2ccccc2n1Cc1ccccc1F	?	0%	-3%	1	6%	43%	-16%	-3%	-2%
COc1ccc(CCCc2nnc(SCC(=O)Nc3ccccc3F)o2)cc1C	20%	12%&-22%	-4%	-11&-12	-2%	-4%	-1%	10%	.
Cc1ccc(Cl)cc1N1CCN(S(=O)(=O)c2cccc(S(=O)(=O)N3CCCC3)c2)CC1	11%	0%	-6%	-4	17%	-3%	-5%	5%	-1%
Cc1ccc(NC(=O)c2ccc(OC(=O)C(C)Oc3ccc(Cl)cc3C)cc2)cc1 (centres undefined)	-7%	-22%	-14%	-4	-12%	7%	-5%	2%	14%
O=S(=O)(c1ccccc1)n1cc(-c2ccccn2)c(N2CCOCC2)n1	19%	-1%	-2%	-5	-4%	-7%	0%	-9%	8%
CCOC(=O)C1=C(O)C(=O)N(c2ccc(S(N)(=O)=O)cc2)C1c1ccc(Cl)cc1 (centres undefined)	-4%	?	-9%	-8	0%	-6%	-10%	25%	0%
O=C(/C=C/c1ccco1)NCC(=O)N/N=C/c1ccccc1[N+](=O)[O-]	-26%	-18%	-11%	-2	8%	?	-3%	1%	5%
CC(C)c1nn2c(=O)cc(COC(=O)c3cccs3)nc2s1	21%	-22%	-8%	-12	-4%	6%	-18%	-1%	.
CCCCn1c(N)c(N(CCOC)C(=O)c2cc(-c3ccc(OC)cc3)nc3ccccc23)c(=O)[nH]c1=O	-5%	?	-12%	-9	1%	.	-14%	.	-12%
CC(/C=C/c1ccccc1)=N/NC(=O)c1cnccn1	-1%	-2%	1%	-3	4%	12%	15%	-10%	10%

Arranged by length of the SMILES (ascending): some entries from above.
SMILES	RGS4 inh	12-LOX inh	Pol kappa inh	LDHA block	ERG Ets-DNA blk	Apoferritin bind	Pol eta inh	POLB inh	APE1 inh
CC(/C=C/c1ccccc1)=N/NC(=O)c1cnccn1	-1%	-2%	1%	-3	4%	12%	15%	-10%	10%
CNC(=O)c1[nH]cnc1C(=O)Nc1cccc(Cl)c1	18%	3%	7%	0	-25%	.	-2%	.	18%
COCCNC(=O)/C(C#N)=C1\N=C(N)c2ccccc21	41%	22%	-8%	-3	8%	-4%	-5%	21%	5%
CCCCN1C(=O)C(=O)N(CC(=O)N2CCc3ccccc32)C1=O	-1%	-15%	-15%	-2	122%[activator]	.	-4%	.	1%
COc1ccc(CCN2C(=O)CC(C(C)c3ccccc3)C2=O)cc1OC (centres undefined)	-9%	-8%	5%	-7	1%	-12%	-25%	?	12%
Cc1ccc(S(=O)(=O)c2cc3c(=O)n4ccccc4nc3n(C)c2=N)cc1C	-33%	0%	-25%	-4	-5%	-12%	-8%	2%	22%
CCOC(=O)C1=C(O)C(=O)N(c2ccc(S(N)(=O)=O)cc2)C1c1ccc(Cl)cc1 (centres undefined)	-4%	?	-9%	-8	0%	-6%	-10%	25%	0%
Cc1ccc(Cl)cc1N1CCN(S(=O)(=O)c2cccc(S(=O)(=O)N3CCCC3)c2)CC1	11%	0%	-6%	-4	17%	-3%	-5%	5%	-1%

Following part:
SMILES	RGS4 inh	12-LOX inh	Pol kappa inh	LDHA block	ERG Ets-DNA blk	Apoferritin bind	Pol eta inh	POLB inh	APE1 inh
O=C(NC1CCCCC1)N(CCN1CCOCC1)Cc1cc2cc3c(cc2[nH]c1=O)OCCO3	-2%	-13%	-13%	3	-1%	-6%	-8%	17%	3%
COc1cc(OC)c2ccc(=O)oc2c1C(CCN1CCOCC1)c1ccc2c(c1)OCO2 (centres undefined)	8%	?	9%	-2	3%	-5%	-18%	.	?
CN(C)c1oc(-c2ccc(OCc3ccccc3)cc2)nc1C#N	-21%	-2%	-3%	-1	-5%	10%	-13%	?	-4%
CC[n+]1cccc(-c2nc3ccccc3s2)c1	-6%[11.4 µM]	?	7%	-5	7%	-9%	2%	-7%	3%
COc1ccc(NC(=O)CSc2ccccc2)cn1	1%	-10%	-9%	3	5%	-22%	-21%	29%	-2%
S=c1nc(C2CCCCC2)n(-c2ccccc2)[nH]1	-1%	?	1%	-4	-7%	-9%	-8%	0%	-5%
O=C(NCCCN1CCOCC1)c1ccccc1N1C(=O)[C@@H]2Cc3c([nH]c4ccccc34)C(c3ccc(F)cc3)N2C1=O (some centres undefined)	4%	0%	9%	2	-5%	-19%	-8%	3%	-7%
CC(OC1=CC(=O)CCC1)C(=O)c1ccccc1 (centres undefined)	-7%	0%	-4%	3	-10%	-16%	-10%	2%	-4%
COC(=O)C1=C(C)Nc2nnnn2C1c1ccccc1Cl (centres undefined)	-16%	7%	-6%	-5	-3%	0%	-13%	13%	16%
O=S1(=O)c2ccccc2N(Cc2ccc(Cl)cc2F)c2ccccc21	-20%	2%	3%	4	5%	-14%	-11%	-10%	.
Cc1cc(Br)ccc1NC(=O)CNC(=O)CN(C)C1CCS(=O)(=O)C1 (centres undefined)	9%	4%	-2%	-8	9%	.	-6%	.	1%
COc1ccc(S(=O)(=O)N2CCOCC2)cc1C(=O)N1CCCCCC1	4%	7%	-3%	-4	-2%	0%	-7%	?	14%
C[C@@]12C(=O)OC(=O)[C@@]1(C)C1CCC2O1	.	18%[57.4 µM]	-15%[60.1 µM]	.	.	-9%	.	.	2%
CCOC(=O)c1ccc(NC(=O)C2CC(=O)N(c3ccc4c(c3)OCCO4)C2)cc1 (centres undefined)	12%	-10%	-27%	-7	-5%	.	-18%	.	-3%
O=C(CCC1CCCCC1)NCCN1C2=NC[C@H](Cc3ccc(O)cc3)N2C[C@H]1Cc1ccc(O)cc1	-18%	-29%	11%	0	2%	-5%	-23%	-2%	6%
CC(C)(C)c1ccc(C(=O)NCCC(=O)Nc2ccc(S(=O)(=O)Nc3nccs3)cc2)cc1	-10%	5%	-7%	5	3%	.	-10%	.	9%
N#Cc1cc2c(nc1SCC(=O)N1CCOCC1)CCCCC2	-3%	-17%	-1%	0	.	-8%	-2%	13%	2%
COc1ccccc1NC(=O)Cn1cnc2c(cnn2-c2ccccc2)c1=O	-1%	37%[activator]	1%	-5	-1%	-6%	-7%	13%	17%
